Source: PubChem
Tau fibril FP – tau fibrillization inhibition (FP); AID 1468; actives 0.39% (n = 280,000); Potency, µM (series often up to 57.7 µM), without a hit: at the highest dose activity, negative = inhibition, most hits filed as inhibitors; P10636; K18 P301L tau heparin fibrillization, Alexa594 FP, 6 h; note: nearly all actives have a fitted effect of over 55% in size
Target sequence (P10636 561-689 P618L limits assumed): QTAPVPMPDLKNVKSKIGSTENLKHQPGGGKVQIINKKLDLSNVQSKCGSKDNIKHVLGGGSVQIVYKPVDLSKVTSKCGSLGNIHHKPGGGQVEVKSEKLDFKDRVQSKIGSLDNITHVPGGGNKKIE
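Steps: dispense K18 P301L tau (15 uM plus 0.24 uM Alexa 594 tracer, final) in pH 7 sodium acetate; add compound; add heparin (20 uM final); incubate 6 hr, 37 C; add ThT (30 uM final); after 1 hr ambient, read FP.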
L3MBTL1 inh – inhibitors of human L3MBTL1; actives 0.66% (n = 230,000); AID 485360; AlphaScreen L3MBTL1–H3K9me1 peptide binding; Potency, µM (doses to about 57.1 µM), for the others: top-dose activity, negative = inhibition, actives largely listed as inhibitors; Q9Y468; note: nearly all actives have a fitted effect of over 60% in size
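First, the protein-peptide complex forms for 30 min at room temperature (L3MBTL1 50 nM, biotinylated H3K9me1 peptide 75 nM). Next, compounds are pin-transferred and incubated 30 min. Finally, AlphaScreen beads are added and read after 30 min.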
KDM4E inh – inhibitors of human JMJD2E histone demethylase. B2RXH2. actives 1.6% (n = 230,000). Potency, µM (highest dose often 57.1 µM), without a hit: top-dose activity change, negative = inhibition, usual class: inhibitors. JMJD2E catalytic domain, FDH-coupled NADH fluorescence (FDH is formaldehyde dehydrogenase); active = well fitted inhibition curve with a large enough effect, not every such curve was filed as active; inconclusive = small, poorly fitted or top-dose-only effect, or another doubt; inactive = no such curve, though single readings can be large or run the other way;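 note: 0% = wells with enzyme and -100% = buffer wells without enzyme; nearly all actives have a fitted effect of over 50% in size; many of its hits are not listed in these tables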
Target sequence (B2RXH2 1-337 limits assumed): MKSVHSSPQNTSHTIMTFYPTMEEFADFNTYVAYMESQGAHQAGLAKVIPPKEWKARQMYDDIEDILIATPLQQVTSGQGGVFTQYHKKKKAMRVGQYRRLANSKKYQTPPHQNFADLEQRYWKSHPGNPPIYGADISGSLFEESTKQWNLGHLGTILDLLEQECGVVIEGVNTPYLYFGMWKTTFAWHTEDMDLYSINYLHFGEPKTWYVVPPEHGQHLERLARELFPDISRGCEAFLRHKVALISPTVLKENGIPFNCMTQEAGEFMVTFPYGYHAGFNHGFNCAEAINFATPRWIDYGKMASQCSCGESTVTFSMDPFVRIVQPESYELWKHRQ
RGS12 GoLoco inh – blocks human Gai1 binding to RGS12 GoLoco peptide, red readout; P63096; Gai1:RGS12 GoLoco peptide FP, rhodamine, 10 min; Potency, µM (top dose mostly 61.6 µM), without a hit: at the top dose activity, negative = inhibition, most hits filed as inhibitors; actives 0.44% (n = 230,000); AID 880; active = well fitted inhibition curve with a large enough effect, not every such curve was filed as active; inactive = no such curve, though single readings can be large or run the other way; note: nearly all actives have a fitted effect of over 30% in size; many of its hits are not listed in these tables
TRb SRC2 PPI – inhibitors of human thyroid hormone receptor beta-SRC2 interaction; TRbeta-SRC2 peptide binding, fluorescence polarization; receptor liganded with 1 µM T3; Potency, µM (doses to about 106 µM), for inactives: top-dose activity change, negative = inhibition, usual class: inhibitors; actives 0.065% (n = 280,000);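 note: plate controls were bound peptide for no effect and peptide without receptor for full effect; nearly all actives have a fitted effect of over 50% in size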
Target sequence (P10828 whole entry, looked up): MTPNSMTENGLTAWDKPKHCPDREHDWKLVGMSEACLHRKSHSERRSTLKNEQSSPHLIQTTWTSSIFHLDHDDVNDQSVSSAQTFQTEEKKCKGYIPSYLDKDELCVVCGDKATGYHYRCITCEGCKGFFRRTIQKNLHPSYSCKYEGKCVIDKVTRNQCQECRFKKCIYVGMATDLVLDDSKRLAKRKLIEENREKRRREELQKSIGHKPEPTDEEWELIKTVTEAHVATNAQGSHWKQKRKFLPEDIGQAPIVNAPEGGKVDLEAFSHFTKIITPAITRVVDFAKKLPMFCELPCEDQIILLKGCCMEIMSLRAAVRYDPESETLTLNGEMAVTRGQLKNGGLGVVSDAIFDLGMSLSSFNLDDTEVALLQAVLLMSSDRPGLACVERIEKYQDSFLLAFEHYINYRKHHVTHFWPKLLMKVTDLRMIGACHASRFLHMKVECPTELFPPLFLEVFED
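Assay buffer: 20 mM Tris-HCl, 100 mM NaCl, 10% glycerol, 1 mM EDTA, 0.01% NP-40, 1 mM DTT, 1 uM T3, 5% DMSO; TRb LBD 0.6 uM, Texas Red SRC2 20 nM; FP after 5 hr.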
Tau ThT inhib – blocks human tau fibril formation measured by thioflavin T; P10636; recombinant tau K18 P301L (four-repeat tau fragment), heparin-induced fibrillization, ThT fluorescence; Potency, µM (highest dose often 57.4 µM), without a hit: at the top dose activity, negative = inhibition, usual class: inhibitors; actives 2.1% (n = 270,000); AID 1460; note: nearly all actives have a fitted effect of over 55% in size
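Tau K18 P301L fragment (15 uM unlabeled plus 0.24 uM Alexa 594-labeled) in 100 mM sodium acetate pH 7 with compound, fibrillization induced by 20 uM heparin for 6 hr at 37 C. Thioflavin T (30 uM) added, fluorescence read after 1 hr (ex 450, em 510 nm).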
RECQ1 helicase – blocks DNA unwinding by human RECQ1; P46063; RECQ1 DNA unwinding, red fluorescence kinetic read; Potency, µM (highest dose often 57.3 µM), for inactives: at the highest dose activity, negative = inhibition, usual class: inhibitors; actives 0.54% (n = 240,000); AID 2549;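 note: plate controls were vehicle for no effect and no enzyme for full effect; nearly all actives have a fitted effect of over 30% in size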
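50 nM RECQ1T1 preincubated 15 min with compound in Tris pH 8.0 buffer with MgCl2, DTT, Tween-20 and 2.5 ug/ml poly(dI-dC); started with 200 nM TAMRA/BHQ-2 forked duplex and 2 mM ATP. Unwinding read as fluorescence (525/598 nm), two reads 2 h apart.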
TexasRed fluor – Texas Red fluorescence interference in TRb-SRC2 counter-screen; TRb/SRC2 Texas Red total fluorescence interference; Potency, µM (titrated, usually from 106 µM), for the others: at the top dose fluorescence change, negative = quenching; actives 0.29% (n = 280,000); AID 1479; active = well fitted curve in either direction with a large enough effect; inconclusive = small, poorly fitted or top-dose-only effect
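Human TRb ligand-binding domain at 0.6 uM with 20 nM Texas Red SRC2 peptide in Tris buffer containing 1 uM T3 and 5% DMSO, incubated with compound 5 h at ambient temperature. Total fluorescence (555/632 nm) calculated as parallel + 2 × perpendicular.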
The depositor's hits bear a star; i = inactive; ? = inconclusive; . = no result given; & = joins results of further samples; [ ] = dose if it differs, or a comment. Unless noted, calls come from the whole dose curve; as a rule, active = well fitted curve in the direction sought with a large enough effect; inconclusive = small, poorly fitted or top-dose-only effect, or another doubt; inactive = no such curve, though single readings can be large; an effect the other way counts as inactive or inconclusive. Unless noted, % is set by controls: 0 for no effect and ±100 for the full control effect; potency is the fitted concentration of half-maximal effect.

SMILES	Tau fibril FP	L3MBTL1 inh	KDM4E inh	RGS12 GoLoco inh	TRb SRC2 PPI	Tau ThT inhib	RECQ1 helicase	TexasRed fluor
COc1cc2c(-c3ccccc3C)nc3c(c(C)nn3-c3ccccc3)c2cc1OC	-9%	.	.	.	-5%	?	.	3%
COc1ccc(NC(=O)Cn2nc(Cc3cccnc3)c3ccccc3c2=O)cc1OC	4%	5%	1%	6%	-2%	-11%	-11%	2%
COc1cc(OC)cc(-n2nnnc2SCC(=O)Nc2ccc(C(C)=O)cc2)c1	-2%	.	5%	12%	-8%	-4%	-4%	0%
CC(=O)c1cc(C(=O)Nc2ccc(C(=O)O)cc2)oc1C	5%	.	2%	2%	-9%	-4%	-10%	-6%
CCN1CC(CN(C)Cc2nc(-c3ccc(C(F)(F)F)cc3)no2)CC1=O (stereo unspecified)	-1%	9%	-5%	3%	-5%	-2%	13%	-1%
Cc1ccc(S(=O)(=O)N2CCN(c3ccccn3)CC2)cc1	0%	4%	3%	0%	6%	4%	4%	-4%
COc1ccc(NS(=O)(=O)c2cccc(C(=O)N/N=C/c3cccs3)c2)cc1	-1%	0%	3%	17%	8%	-8%	0%	5%
CCc1ccc(CNC(=O)Cn2nc(-c3ccc(Cl)cc3)ccc2=O)cc1	2%	.	.	.	8%	-16%	.	-1%
CNc1nc(C)c(C#N)cc1C(C)=O	-6%	1%	?	-9%	2%	5%	-2%	1%
CC(OC(=O)c1ccc(O)cc1)C(=O)Nc1cc(C(F)(F)F)ccc1Cl (stereo unspecified)	-14%	7%	5%	9%	1%	-12%	-6%	-2%
Cc1ccccc1-c1nnc(C2CCN(S(=O)(=O)c3ccc(Cl)cc3)CC2)o1	2%	.	.	.	-1%	-13%	.	0%
CN(Cc1nc(-c2ccccn2)no1)S(=O)(=O)c1ccc(Cl)cc1	1%	2%[11.4 µM]	4%	-2%	-2%	-7%	-3%	-1%
CC(=O)N(c1cccc(C)c1)C1SC(=O)N(c2ccccc2)C1=O (stereo unspecified)	10%	6%	4%	.	-12%	?	-4%	0%
CN(Cc1ccccc1)Cc1nc2c([nH]1)c(=O)[nH]c(=O)n2C	7%	-2%[11.4 µM]	0%	3%	4%	4%	-12%	-5%
CNCC(O)Cn1c(C(F)(F)F)nc2ccccc21 (stereo unspecified)	0%	15%	12%	-2%	0%	-2%	-7%	-2%
COc1cc2c(cc1OC)-c1cc(NC3CC3)nc(=O)n1CC2	-3%	.	?	3%	-10%	-18%	0%	-3%
Nc1ncnc(Nc2cc(Cl)cc(Cl)c2)c1[N+](=O)[O-]	-3%	6%	3%	0%	0%	1%	-1%	0%
Cc1ccc(C(=O)Cn2ncsc2=N)cc1	1%	-6%	?	11%	10%	-11%	1%	2%
C/C(=N\NC(=O)c1ccc(N/N=C(\C)c2ccncc2)cc1)c1ccncc1	12%	-6%	1%	-5%	1%	?	?	-6%
N#C/C(=C(/O)COC(=O)CCc1ccc(S(=O)(=O)N2CCOCC2)cc1)c1nc2ccccc2[nH]1	11%	-17%	?	76%[activator]	12%	?	-26%	-5%
Cc1cccc(NC(=O)C2CC(=O)OC23CCCC3)c1 (stereo unspecified)	-9%	?	10%	1%	-4%	-5%	-6%	-3%
CCN(CC)CCCNC(=O)CNC(=S)N(CCCN1CCOCC1)Cc1cccs1	2%	-5%	-2%	5%	-3%	5%	-4%	0%
CC(=O)N(C1CC(C)C(C#N)(C#N)C1(C#N)C#N)N(C)C (stereo unspecified)	-1%	1%	-7%	-28%	-4%	-13%	i	-2%
CCc1nc(Nc2ccccc2)c2oc3ccccc3c2n1	-14%	8%	?	4%	-3%	-9%	i	-3%
CC(=O)NC1C(Oc2cccc(C)c2)OC2COC(c3ccco3)OC2C1O (stereo unspecified)	6%	-7%	-1%	5%	2%	-7%	-3%	1%
CCc1cccc(C)c1NC(=O)C(c1ccc(O)cc1)N1CCC1=O (stereo unspecified)	0%	1%	15%	6%	3%	-3%	1%	0%
Fc1ccccc1N1CCN(c2ncnc3nc[nH]c23)CC1	0%	.	8%	3%	-8%	.	i	-1%
Cc1nn(CC(=O)Nc2cccc(C(F)(F)F)c2)c(=O)c2nn(-c3ccccc3)c(C)c12	5%	.	.	.	8%	14%	.	1%
CC(=O)NC(=S)NNC(=O)C(c1ccccc1)c1ccccc1	7%	41%[activator]	23%	-6%	4%	1%	-2%	0%
O=C(Nc1ccc(Cl)cc1)C1=Cc2cc(Cl)ccc2OC1	-15%	.	8%	-9%	9%	0%	i	0%
COc1ccc(-c2cc3c(nn2)-c2ccccc2C3=O)cc1	14%	?	1%	0%	3%	?	0%	0%
CC(C)N(C(=O)Cn1c(SCC(=O)N2CCN(c3ccccc3)CC2)nc2ccccc21)C(C)C	-2%	-1%	4%	-4%	-3%	-1%	i	-2%
Cc1ccc(S(=O)(=O)N2CC=C(c3c(C)n(C)c4ccccc34)CC2)cc1	?	-5%	-2%	119%[activator]	0%	?	-16%	0%
CCOC(CNC(=O)c1cccn2c(=O)c3cc(Cl)ccc3nc12)OCC	-11%	.	-3%	-20%	-18%	-3%	i	3%
CC#CCN1c2ccccc2[C@]23C[C@@H](C(=O)OC)N(S(=O)(=O)c4cccs4)C2=NC(C(=O)OC)=C(C(=O)OC)[C@H]13	4%[11.6 µM]	.	1%[11.4 µM]	-4%[14.2 µM]	5%[11.2 µM]	4%[11.5 µM]	3%[11.5 µM]	-1%[11.2 µM]
O=c1cnnc(Nc2ccccc2)[nH]1	10%	11%	4%	3%	-4%	0%	-1%	-2%
Cc1ccc(/C=C/C(=O)N2CCN(Cc3ccccc3)CC2)o1	-12%	-9%	-22%	-16%	-6%	?	-12%	0%
NC(=O)CCC(NS(=O)(=O)c1ccc(Cl)cc1)C(=O)NCc1ccccc1 (stereo unspecified)	6%	10%	13%	12%	4%	-7%	-14%	0%
O=C(CNc1cccc([N+](=O)[O-])c1)N/N=C/c1ccc([N+](=O)[O-])o1	?	0%	-23%	7%	-4%	?	i	-4%
O=C(c1cccc(Cl)c1)N1CCN(C(=O)c2ccco2)CC1	1%	.	-2%	1%	8%	-4%	i	-1%
Cc1nnc(SCC(=O)N2CCCCC2)n1CC1CCCO1 (stereo unspecified)	2%	2%	-16%	4%	0%	0%	10%	-7%
CN(C)CC(C)(C)CNC(=O)C1CCN(Cc2ccccc2O)CC1	0%	-8%	?	-6%	-5%	-11%	1%	-2%
Cc1c(NC(=O)/C=C/c2cn(-c3ccccc3)nc2-c2ccccc2)c(=O)n(-c2ccccc2)n1C	2%	-6%	?	0%	3%	-8%	-3%	3%
Cc1cc(C)cc(-n2c(C)cc(C(=O)C(=O)Nc3nnc(C)s3)c2C)c1	12%	.	.	.	1%	-8%	.	0%
Cc1ccccc1-c1nc(CN2CCCC(C(=O)NCCCN3CCOCC3)C2)c(C)o1 (stereo unspecified)	-2%	-1%	-1%	14%	0%	11%	-1%	-1%
CCOC(=O)C1=C(c2ccc(OC)cc2)OC(N)=C(C#N)C1c1cccnc1 (stereo unspecified)	-7%	13%	-3%	8%	3%	-15%	i	1%
CC(C)C(=O)NNc1ccc(C(F)(F)F)cn1	7%	8%	-2%	-2%	1%	0%	0%	-1%
C=CCOC(=O)N[C@@H](Cc1ccccc1)/C(C(=O)OC)=C(\C)NCc1ccccc1	-3%	.	-5%	-1%	2%	1%	-11%	-2%
Cc1ccc(CNC(=O)C2CCCN(S(=O)(=O)c3c(C)noc3/C=C/N(C)C)C2)cc1 (stereo unspecified)	14%	.	-9%	10%	8%	.	-25%	-3%
CCC(C)c1ccc(OCC(=O)Nc2cccc3ccc(C)nc23)cc1 (stereo unspecified)	3%	.	.	.	-8%	-6%	.	-5%
Cc1onc(-c2ccccc2Cl)c1C(=O)N1CCN(Cc2ccc3c(c2)OCO3)CC1	8%	28%	4%	2%	-8%	4%	i	1%
O=C1c2ccccc2C(=O)N1Cc1cnc(N2CCN(c3ccccc3)CC2)s1	-3%	-8%	-9%	13%	-8%	-19%	i	-1%
O=C(NCCn1cc(SCc2ccccc2)c2ccccc21)c1c(F)cccc1F	5%	2%	6%	-17%	2%	?	-14%	-2%
COc1ccc(-c2noc(CSc3nc4ccccc4[nH]3)n2)cc1OC	-13%	.	.	.	-1%	?	.	0%
CCOc1ccccc1CNCCNC(=O)c1nonc1N	-3%&-12%	.	0%	1%	5%&-12%	2%&-2%	i	-6%&-67%
Cc1ccsc1/C=N/Nc1cccc(C(=O)O)c1	4%	.	-3%	-1%	11%	?	i	-5%
Cc1ccccc1NC(=O)c1cc(=O)c2ccccc2o1	1%	-3%	1%	-4%	5%	-3%	i	-3%
COCCn1c(=O)c2cc3c(=O)n(CCOC)c(=O)c3cc2c1=O	1%	.	-1%	-8%	-4%	-11%	-7%	1%
O=C(Nc1cccnc1)c1cnn2c(C(F)F)cc(C3CC3)nc12	-14%	.	0%	-3%	-12%	4%	0%	-1%
COc1ccc(CC(=O)n2nc(-c3cccnc3)nc2N)cc1	-1%	.	1%	-3%	-2%	-8%	-1%	-1%
S=C(NCc1ccco1)NCC1CCCO1 (stereo unspecified)	7%	1%	9%	-9%	4%	3%	i	1%

3 records drawn at random from those above:
SMILES	Tau fibril FP	L3MBTL1 inh	KDM4E inh	RGS12 GoLoco inh	TRb SRC2 PPI	Tau ThT inhib	RECQ1 helicase	TexasRed fluor
CC(C)C(=O)NNc1ccc(C(F)(F)F)cn1	7%	8%	-2%	-2%	1%	0%	0%	-1%
O=C(NCCn1cc(SCc2ccccc2)c2ccccc21)c1c(F)cccc1F	5%	2%	6%	-17%	2%	?	-14%	-2%
S=C(NCc1ccco1)NCC1CCCO1 (stereo unspecified)	7%	1%	9%	-9%	4%	3%	i	1%

Not all compounds are listed, so the mix of outcomes need not match the whole.
